# FEN1 inh – inhibitors of human flap endonuclease 1; P39748; Recombinant FEN1 flap cleavage, fluorescence, 15 min; Potency, µM (top dose mostly 114 µM), without a hit: top-dose activity change, negative = inhibition, usual class: inhibitors; hit rate 0.35% among 390,000; further: nearly all actives have a fitted effect of over 65% in size
#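 Potency values derive from four-parameter Hill fits of normalized qHTS data. The reaction used 10 nM FEN1 preincubated 15 min at room temperature with compound, then 50 nM DNA substrate, read at 0 and 15 min.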
# KAT2A inh – inhibitors of human GCN5L2 histone acetyltransferase; GCN5L2 HAT assay, ThioGlo1 CoA-SH fluorescence; hit rate 0.21% among 390,000; AID 504327; Potency, µM (top dose mostly 58.9 µM), for inactives: top-dose activity change, negative = inhibition, actives largely listed as inhibitors; Q92830
# Target sequence (Q92830 whole entry, looked up): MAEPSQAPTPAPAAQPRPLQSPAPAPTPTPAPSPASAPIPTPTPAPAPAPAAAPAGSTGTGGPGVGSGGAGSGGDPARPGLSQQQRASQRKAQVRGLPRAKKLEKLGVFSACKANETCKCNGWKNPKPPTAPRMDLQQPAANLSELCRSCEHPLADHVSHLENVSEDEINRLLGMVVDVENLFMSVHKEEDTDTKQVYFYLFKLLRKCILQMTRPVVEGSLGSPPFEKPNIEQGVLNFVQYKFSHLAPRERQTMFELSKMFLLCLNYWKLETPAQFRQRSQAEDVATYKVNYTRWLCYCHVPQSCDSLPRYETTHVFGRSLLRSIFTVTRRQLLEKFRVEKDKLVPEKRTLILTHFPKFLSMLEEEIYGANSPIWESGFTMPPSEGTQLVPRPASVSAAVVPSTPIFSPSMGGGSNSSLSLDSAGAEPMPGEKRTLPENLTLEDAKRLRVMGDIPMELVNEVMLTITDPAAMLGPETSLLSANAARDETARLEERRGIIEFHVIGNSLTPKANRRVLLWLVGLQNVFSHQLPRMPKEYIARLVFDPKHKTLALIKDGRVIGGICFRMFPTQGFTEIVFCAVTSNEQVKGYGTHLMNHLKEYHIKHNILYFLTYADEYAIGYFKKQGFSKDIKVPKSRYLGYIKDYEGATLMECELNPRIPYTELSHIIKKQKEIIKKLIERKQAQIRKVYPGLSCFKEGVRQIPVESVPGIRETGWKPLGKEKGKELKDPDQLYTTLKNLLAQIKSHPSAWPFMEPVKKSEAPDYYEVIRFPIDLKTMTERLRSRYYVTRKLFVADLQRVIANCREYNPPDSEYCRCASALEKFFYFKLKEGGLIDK
#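 GCN5L2 (20nM final) in 50mM HEPES, 0.1mM EDTA pH 7.5, 0.01% Tween-20 was preincubated 15 min at room temperature with compound, then given ThioGlo1 (50uM), H3(1-25) peptide (75uM) and acetyl-CoA (70uM); CoA-thiol fluorescence (Ex340/Em540) was read at 0 and 20 min.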
# DT40 TDP1 CPT – DT40-hTDP1 cell growth loss with CPT. chicken DT40 Tdp1-/-;hTDP1 cells + 20 nM CPT, ATP luminescence, 48 h. Potency, µM (doses to about 46.2 µM), for the others: at the highest dose activity change, negative = growth inhibition, hits mostly inhibitors. hit rate 12% among 420,000; further: nearly all actives have a fitted effect of over 55% in size
#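 Cell growth measured by CellTiter-Glo luminescence after a minimum 48 h, 37 C compound exposure with 20 nM CPT in Tdp1-knockout DT40 cells stably expressing hTDP1, seeded 400/well; qHTS titration format.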
# The depositor's hits bear a star; ? = inconclusive; nt = no result given; [ ] = remark or other dose. The call rests on the fitted dose curve; in most records, active means well fitted curve in the direction sought with a large enough effect; inconclusive means small, poorly fitted or top-dose-only effect, or another doubt; inactive means no such curve, though single readings can be large; an effect the other way counts as inactive or inconclusive. On the % scale 0 is the no-effect control and ±100 the full control effect; potency means the concentration at half of the fitted maximal effect.
Compound | FEN1 inh | KAT2A inh | DT40 TDP1 CPT
CC(=O)NCCc1nc2ccccc2n1Cc1cc(C)ccc1C | 1% | -22% | ?
CCOc1ccc2c(c1)-c1c(ssc1=S)C(C)(C)N2C | -7% | -2% | ?
Cc1ccc(-n2ncc(C(=O)NCCN3CCc4ccccc4C3)c2C2CCN(C(=O)OC(C)(C)C)CC2)cc1C | -20% | 1% | 16µM*
COC(=O)c1ccccc1S(=O)(=O)N1CCC(C(=O)OCc2cccc(OC)c2OC)CC1 | -7% | -25% | -1%
O=C(N[C@H](CO)Cc1ccccc1)c1ccco1 | -3% | nt | -12%
CCOC(=O)c1ccc(-c2ccc(CO)o2)cc1 | -7% | -13% | -10%
CC(=O)OC1c2ccccc2C(=O)N1Cc1ccccc1 (stereo unspecified) | -12% | -4% | -9%
O=C(O)/C=C/C(=O)NNc1ncnc2ccccc12 | -15% | -5% | -5%
CCOc1ccc(NC(=O)c2cc(S(=O)(=O)N3CCOCC3)cs2)cc1 | -6% | 0% | -7%
COc1ccccc1NS(=O)(=O)c1ccc(O)c(C(=O)OCc2cccc([N+](=O)[O-])c2)c1 | 2% | 0% | -4%
CCOc1ccccc1NC(=O)C(=O)NCC1CCCN1CC (stereo unspecified) | 5% | ? | -1%
Cn1c(COc2cccc3cccnc23)nnc1SCC(=O)O | 5% | -16% | ?
CCc1cc(C(=O)Nc2cnn(Cc3ccccc3C)c2)no1 | 9% | 1% | ?
O=C(NNc1ccccc1Br)C(O)(c1cccc(C(F)(F)F)c1)c1cccc(C(F)(F)F)c1 | ? | -16% | 29µM*
COc1cccc(/C=C/C(=O)OCC(=O)N2CCN(c3ccccc3)CC2)c1 | -4% | 1% | -22%
COc1ccc(OC)c(NC(=O)CSc2nnnn2-c2ccccc2F)c1 | 4% | 0% | -13%

# Compound profiles, from the list above.
# `CCOc1ccccc1NC(=O)C(=O)NCC1CCCN1CC` (stereo unspecified) reads FEN1 inh: 5%; KAT2A inh: ?; DT40 TDP1 CPT: -1%
# `COc1cccc(/C=C/C(=O)OCC(=O)N2CCN(c3ccccc3)CC2)c1` reads FEN1 inh: -4%; KAT2A inh: 1%; DT40 TDP1 CPT: -22%

# Other structures.
Compound | FEN1 inh | KAT2A inh | DT40 TDP1 CPT
O=C(Nc1ccccc1C(=O)OCC(=O)c1c[nH]c2ccccc12)c1ccco1 | -6% | -5% | 8.2µM*
COc1ccc(C(=O)Nc2sc3c(c2C(=O)O)CC(C)(C)OC3)cc1 | 13% | -6% | -22%
O=C(O)C(Cc1ccccc1N(CCO)CCO)N1C(=O)c2ccccc2C1=O (stereo unspecified) | 11% | nt | 10%
CC(=O)Nc1ccc(NC(=O)CSc2nnc(C3CC3)n2C)cc1 | -3% | -3% | -5%
Cc1c(C#N)c(N)nc2c3c(sc12)NC(=O)CC3c1ccc(F)cc1 (stereo unspecified) | 31%[activator] | 5% | -26%
Cn1cccc1/C=C1/SC(=S)N(CC(=O)O)C1=O | 1% | -9% | 0%
CCCCN(CC)C(=O)CCn1c(=O)c2cccn2c2cccnc21 | -3% | -2% | ?
Cc1nn(CC(=O)N(C)C2(C#N)CCCCC2)c(C)c1[N+](=O)[O-] | 20% | -8% | 3%
O=C(Cn1[nH]c(=O)c2ccccc2c1=O)Nc1cccc(S(=O)(=O)N2CCCCCC2)c1 | -13% | -10% | -7%
Cc1ccc(-n2c(=O)c3c(cnn3C)n(CC(=O)Nc3cccc(C)c3)c2=O)cc1 | -17% | -9% | -26%
COC(=O)c1cccc(C(=O)N2CCC(CO)(CCc3ccccc3)CC2)c1 | 1% | -5% | -15%
COc1ccc(CC2(CO)CCN(S(=O)(=O)c3cccc4cccnc34)CC2)cc1 | -6% | -7% | -6%
O=C(Nc1ccccc1-c1ccccc1)c1cnccn1 | -13% | -2% | -19%
COCCN1C(=O)N[C@@H](c2cccs2)C(C(C)=O)=C1C | 0% | nt | -3%
CCOc1ncccc1C(=O)N1CCCSC1=Nc1ccc(C(C)=O)cc1 | 12% | -6% | -16%
CC(c1ccco1)N(C(=O)C12CC3CC(CC(C)(C3)C1)C2)c1ccccn1 (stereo unspecified) | 7% | -4% | 16µM*

# Pulled by structure from the list above (2):
Compound | FEN1 inh | KAT2A inh | DT40 TDP1 CPT
CC(c1ccco1)N(C(=O)C12CC3CC(CC(C)(C3)C1)C2)c1ccccn1 (stereo unspecified) | 7% | -4% | 16µM*
CCOc1ncccc1C(=O)N1CCCSC1=Nc1ccc(C(C)=O)cc1 | 12% | -6% | -16%

# Next section:
Compound | FEN1 inh | KAT2A inh | DT40 TDP1 CPT
Cc1ccc(NC(=O)CSc2nnc(C(F)(F)F)n2C)cc1[N+](=O)[O-] | 4% | -4% | 19%
CCNCCNC(=O)c1c(O)c2ccccc2n(CC)c1=O | -17% | -5% | -21%
CC(=O)c1cccc(NC(=O)CSc2nc(C3CC3)nc3ccccc23)c1 | -23% | -5% | ?
CC(c1ccccc1)C1CC(=O)N(Cc2ccccc2)C1=O (stereo unspecified) | -6% | 5% | 15%
CCNC(=S)Nc1cccc(S(=O)(=O)NC2=NCCC2)c1 | -6% | -3% | 19%
CC(=O)Nc1ccc(S(=O)(=O)Nc2ccc(C(=O)NCC(=O)O)cc2)cc1 | -2% | -5% | -2%
COc1ccc(/C=N/NC(=O)c2cccc(Br)c2)cc1CN1CCOCC1 | -3% | -1% | 18%
Cc1cc(F)ccc1S(=O)(=O)Nc1ncnc2sccc12 | -3% | -3% | 4%
COc1ccc(CNC(=O)CCCSc2ccccc2)cc1 | 9% | 2% | 22%
COc1ccccc1NC(=O)c1ccc(NS(=O)(=O)c2c(C)noc2C)cc1 | -2% | -7% | -9%
Cc1ccc(C)c(Cn2c(=O)cc(C)c3c(C)nn(-c4cccc(F)c4)c32)c1 | -1% | 1% | 11%
CCOC(=O)CC(C#N)c1cn(C)c2ccccc12 (stereo unspecified) | 4% | 1% | -13%
Cc1ccc(O)c(CNc2nc3ccccc3[nH]2)c1 | -11% | -14% | ?
CN(C(=O)CCN1C(=O)c2ccccc2C1=O)c1ccccc1 | -1% | -16% | -4%
O=C(CN1C(=O)NC2(CCCC2)C1=O)Nc1ccc(S(=O)(=O)N2CCOCC2)cc1 | 6% | -4% | 19%
CC(C)N1CCc2[nH]c(=S)[nH]c(=O)c2C1 | 0% | -10% | ?
CN(C)C(=O)CSc1cnc2ccccc2n1 | 5% | 1% | -13%
Cc1ccc(C(=O)O)cc1Nc1ncnc2sc3c(c12)CCC3 | -18% | 30% | -1%
COCCCNC(=O)c1ccc(CNS(=O)(=O)c2ccc(NC(C)=O)cc2)cc1 | -12% | 1% | -3%
CCOC(=O)c1sc(NC(=O)C2CSC3(C)CCC(=O)N23)nc1C (stereo unspecified) | -5% | 1% | 7%
O=C(/C=C/c1ccc(F)cc1)Nc1ccc(S(=O)(=O)Nc2ncccn2)cc1 | 14% | -11% | ?
S=C(c1ccc(-c2ccccc2Cl)o1)N1CCCCC1 | -11% | -1% | ?
COc1ccc(Cc2nc3ccc(C(=O)NC(C)C)cc3o2)cc1 | -2% | nt | -1%
COc1ccc(OC)c(/C=N/c2c(-c3ccc(O)c(OC)c3)nc3ccccn23)c1 | -2% | -13% | 1%
COc1ccc(-c2nc(C#N)c(NCCCn3ccnc3)o2)cc1OC | -24% | 1% | 3%
Cc1cc(=O)oc2cc(OCC(=O)N3CCCC3)ccc12 | 18% | 0% | -1%
O=S(=O)(N/N=C/c1ccc2c(c1)OCCO2)c1ccccc1 | 14% | -3% | -25%
Cc1ccc(C(=O)O)cc1N1C(=O)c2cccc3cc(Br)cc(c23)C1=O | 11% | -21% | ?
Cc1csc(NC(=O)C(F)(F)F)n1 | 4% | 4% | 8%
COc1cc(NC(=O)c2cc([N+](=O)[O-])ccc2NC(=O)CNC2CCCCC2)cc(OC)c1 | -21% | -8% | 21µM*
COc1ccc2c(c1)CCCN2C(N)=O | -2% | -9% | -4%
O=C(CN1CCN(c2ccccc2F)CC1)c1ccc(O)cc1O | 2% | -6% | ?
CC(C)(C)CC(=O)NC(=S)Nc1ccccc1C(F)(F)F | -17% | -4% | ?
C/C(=N\NC(=O)c1ccc(F)cc1)c1ccc(N2CCOCC2)cc1 | -2% | -8% | 15%
C=CCN1CCN(Cc2cnc(Cl)s2)CC1 | -2% | -7% | 1%
COc1ccc(OC)c(NC(=O)NC2CCCc3ccccc32)c1 (stereo unspecified) | 11% | -4% | -26%
Cc1cc(C)c(C#N)c(Sc2nnnn2-c2ccccc2)n1 | -3% | -4% | ?
CCC(C)[C@H](NC(=O)N1CCn2c1nc1ccccc12)C(=O)NCc1ccccc1 (stereo partly specified) | 4% | -6% | ?
O=C(/C=C/c1cccnc1)c1cccc(O)c1 | 5% | -3% | 2.9µM*
O=C(CN1CCCN(Cc2ccccc2F)S1(=O)=O)Nc1ccc(F)c(Cl)c1 | -15% | -13% | ?

# Arranged by count of non-hydrogen atoms (highest first): some entries from above
Compound | FEN1 inh | KAT2A inh | DT40 TDP1 CPT
CCC(C)[C@H](NC(=O)N1CCn2c1nc1ccccc12)C(=O)NCc1ccccc1 (stereo partly specified) | 4% | -6% | ?
O=C(CN1CCCN(Cc2ccccc2F)S1(=O)=O)Nc1ccc(F)c(Cl)c1 | -15% | -13% | ?
C=CCN1CCN(Cc2cnc(Cl)s2)CC1 | -2% | -7% | 1%

# (continued)
Compound | FEN1 inh | KAT2A inh | DT40 TDP1 CPT
NC(=O)CSc1nc2cc([N+](=O)[O-])ccc2n1-c1cccc(C(F)(F)F)c1 | 7% | -8% | ?
CC(C)n1ncc2c(C(=O)N3CCN(Cc4ccc(Cl)s4)CC3)cc(C3CC3)nc21 | -7% | -8% | ?
CC1(C)CC2(C)OC(=N)C1(C#N)C2(C#N)C#N (stereo unspecified) | 4% | -5% | ?
CCN(CC)c1ccc(NC(=O)c2cccc(C)c2OC)c(C)c1 | -14% | 2% | 13µM*
Cc1ccccc1C(=O)Nn1cnnc1 | -1% | -4% | -3%
C=CCC[C@H](Cc1ccc(F)cc1)C(=O)OC[C@H](Cc1c[nH]c2ccccc12)NC(=O)[C@H](CC=C)CC(=O)N(CCO)Cc1ccccc1 | 0% | -11% | ?
Cc1cc(C)cc(Oc2ncnc3c2ncn3Cc2c(Cl)cccc2Cl)c1 | -20% | -8% | -30%
CC(=O)N/C(=C\c1cccs1)C(=O)O | 1% | -5% | 0%
CC1CC(C)CN(C(=O)c2ccc3ncsc3c2)C1 (stereo unspecified) | -2% | 1% | -26%
O=C(O)c1ccc(N2C(=O)c3cccc(Oc4ccc(Cl)cc4)c3C2=O)cc1 | 3% | 1% | 1%
Cc1ccc(C(=O)OCC(=O)NC2CCCC2)cc1C | 5% | -20% | -2%

# Of the compounds above, 2 have a tert-butyl group.
Compound | FEN1 inh | KAT2A inh | DT40 TDP1 CPT
Cc1ccc(-n2ncc(C(=O)NCCN3CCc4ccccc4C3)c2C2CCN(C(=O)OC(C)(C)C)CC2)cc1C | -20% | 1% | 16µM*
CC(C)(C)CC(=O)NC(=S)Nc1ccccc1C(F)(F)F | -17% | -4% | ?

# Bioassay records from PubChem.

# A portion of the library, so the mix of outcomes need not match the whole.
